Screens: PubChem, The Scripps Research Institute Molecular Screening Center
M4 ag: agonists of human muscarinic M4 receptor (CHRM4); P08173; 360,000 tested, 0.14% active; activation, % at 3 µM; CHO-K1 hM4/Gqi5, Fluo-8 calcium fluorescence; vehicle 0%, full acetylcholine response 100%;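 active means activation above the run mean over all test wells plus 3 SD, cut at about 32% in these data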;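 further: peak over basal fluorescence ratio per well then scaled between controls; 0% = DMSO wells and 100% = acetylcholine at EC100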
Target sequence (P08173 whole entry, looked up): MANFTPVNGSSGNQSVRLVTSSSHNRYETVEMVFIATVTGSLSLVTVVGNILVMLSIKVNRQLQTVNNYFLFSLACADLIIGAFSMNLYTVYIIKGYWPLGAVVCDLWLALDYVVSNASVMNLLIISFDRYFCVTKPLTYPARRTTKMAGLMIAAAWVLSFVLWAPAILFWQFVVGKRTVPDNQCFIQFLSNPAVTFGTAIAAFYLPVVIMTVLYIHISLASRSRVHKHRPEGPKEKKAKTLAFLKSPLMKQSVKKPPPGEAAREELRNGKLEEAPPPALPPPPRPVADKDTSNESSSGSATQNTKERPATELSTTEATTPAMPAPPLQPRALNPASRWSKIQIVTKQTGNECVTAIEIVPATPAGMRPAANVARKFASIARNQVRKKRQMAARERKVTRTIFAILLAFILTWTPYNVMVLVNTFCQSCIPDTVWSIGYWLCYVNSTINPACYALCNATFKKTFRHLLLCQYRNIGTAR
CHRM1 agonist: human M1 muscarinic receptor agonism; P11229; CHO-K1 hM1, Fluo-8 calcium fluorescence, agonist mode; 0% DMSO, 100% acetylcholine EC100; activation, % at 3 µM; 360,000 tested, 0.33% active;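 active means activation above the run's mean compound activation plus 3 SD, cut at about 16% in these data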;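 further: peak over basal fluorescence ratio within a 140 s kinetic read after compound addition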
OXTR potentiator: human OXTR potentiation; AID 2445; activation, % at 3 µM; CHO-OTR cells, Fluo-8 calcium fluorescence, potentiator mode; 0% = oxytocin EC15, 100% = EC100; P30559; 320,000 tested, 0.061% active;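 active means activation above that plate's cutoff, the mean activation of tested compounds plus 3 SD, cut at about 6.6% in these data, passing the limit was not always enough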;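 further: 100% uses oxytocin at 75 nM as the full agonist control; some results filed as inactive read as strong as hits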
Target sequence (P30559 whole entry, looked up): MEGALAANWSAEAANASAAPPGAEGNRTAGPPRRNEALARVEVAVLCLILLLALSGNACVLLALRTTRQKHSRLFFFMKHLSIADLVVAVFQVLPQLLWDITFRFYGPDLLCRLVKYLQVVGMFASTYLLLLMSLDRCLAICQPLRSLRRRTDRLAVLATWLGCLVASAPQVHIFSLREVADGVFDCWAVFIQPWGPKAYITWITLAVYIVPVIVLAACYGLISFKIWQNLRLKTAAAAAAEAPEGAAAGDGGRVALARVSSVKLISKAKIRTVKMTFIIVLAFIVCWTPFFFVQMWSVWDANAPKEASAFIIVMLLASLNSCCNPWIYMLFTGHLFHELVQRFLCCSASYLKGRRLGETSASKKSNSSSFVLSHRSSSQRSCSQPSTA
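Assay system: CHO cell line stably expressing human OTR | Also added: Oxytocin at about EC15, sub-maximal agonist stimulus | Times: Compound 6 min at room temperature before oxytocin, 100 s read | Measured by: Fluo-8 intracellular calcium fluorescence, ex 470-495, em 515-575 nm | Controls: EC15 oxytocin alone as 0%, 75 nM oxytocin as 100%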
CHO parental Ca: counter-screen: ATP calcium response change in parental CHO cells. parental CHO-K1, ATP-induced calcium, Fluo-8 fluorescence. inhibition, % at 5.6 µM. 330,000 tested, 0.63% active. AID 463079;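 active means inhibition above that plate's mean sample inhibition plus 3 SD, cut at about 26% in these data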;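 further: 0% = ATP-challenged DMSO wells and 100% = DMSO wells without ATP; some compounds past the cut are filed as inactive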
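Material: parental CHO cells / Compound: single nominal dose of 5.6 µM per compound / Signal: Fluo-8 fluorescence / Replicates: singlicate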
CHRM1 antagonist: antagonists of human M1 muscarinic receptor; 360,000 tested, 1.3% active; P11229; CHO-K1 hM1, Fluo-8 calcium fluorescence, ACh EC80 antagonist; inhibition, % at 3 µM;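 active means percent inhibition above its own plate's cutoff, namely the mean of that plate's compound wells plus 3 SD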;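 further: peak over basal fluorescence ratio during 140 s after agonist addition; 0% = ACh EC80 plus DMSO and 100% = DMSO alone without agonist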
CHO-K1 Ca ag: M1 agonist counterscreen hit in parental CHO-K1 cells; Fluo-8 calcium fluorescence; scaled to maximal ATP response, vehicle zero; AID 602248; 360,000 tested, 0.48% active; activation, % at 3 µM; in the data active means activation above about 15%;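 further: untransfected CHO-K1 host cells lacking M1 receptor as counterscreen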
CHO-K1 Ca antag: counter-screen for M1 antagonists: effect in parental CHO-K1 cells; AID 602250; ATP-induced calcium, Fluo-8 fluorescence; inhibition, % at 3 µM; 360,000 tested, 0.6% active;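 active means inhibition above a per-plate cutoff, the plate's mean sample inhibition plus 3 SD, cut at about 24% in these data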;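 further: 0% = DMSO plus EC80 ATP and 100% = DMSO alone without ATP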
CHRM1 PAM: positive allosteric modulators of human M1 muscarinic receptor. P11229. CHO-K1 hM1, Fluo-8 calcium fluorescence, ACh EC20; 0% = ACh EC20, 100% = maximal ACh. activation, % at 3 µM. 360,000 tested, 0.088% active; in the data active means activation above about 19%, passing the limit was not always enough
M4 antag: blocks acetylcholine activation of human M4 receptor; P08173; CHO-hM4 cells, ACh EC80, Fluo-8 calcium fluorescence; inhibition, % at 3 µM; 360,000 tested, 0.73% active; AID 624125;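 active means inhibition above its plate's cutoff, the mean inhibition of sample wells plus 3 SD, cut at about 27% in these data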;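 further: 0% = acetylcholine EC80 with DMSO and 100% = DMSO without agonist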
Numbers without * were called inactive; · = no result given.

SMILES	M4 ag	CHRM1 agonist	OXTR potentiator	CHO parental Ca	CHRM1 antagonist	CHO-K1 Ca ag	CHO-K1 Ca antag	CHRM1 PAM	M4 antag
CC1(c2ccccc2)NC(=O)N(N)C1=O (stereo not drawn)	-0.1	-1.2	1.5	-12.5	-1.9	0.1	3.0	13.2	1.9
O=C(COC(=O)c1ccccc1SCC(=O)N1CCCC1)NCc1ccccc1	3.6	-1.2	-12.2	-12.7	-6.9	-0.4	4.6	9.4	-5.7
CS(=O)(=O)N(Cc1ccccc1)c1ccc(C(=O)Nc2ccc(C(N)=O)cc2)cc1	1.1	-2.2	-12.0	0.2	-8.2	1.8	0.6	4.2	-17.3
C=CCn1c(CCNC(=O)c2ccccc2F)nnc1SCC(=O)Nc1nc2ccccc2s1	0.9	-4.8	-1.9	-26.5	-0.6	0.8	-17.1	0.4	-1.5
Cc1nc(C)n(CC(=O)N2CCCC(C(=O)c3ccc(Cl)cc3C)C2)n1 (stereo not drawn)	1.7	-3.5	-14.8	-10.3	-5.9	3.0	-2.4	6.9	-1.2
CC(C)c1ccc(N(C(=O)CNC(=O)c2ccco2)C(C(=O)NC2CCCC2)c2cccnc2)cc1 (stereo not drawn)	2.7	-4.6	-0.3	-9.7	-4.7	1.4	-13.7	7.3	-13.9
CCOc1cc2c(cc1OCC)C(c1ccc(F)cc1)NCC2 (stereo not drawn)	-0.4	-5.6	-9.6	-17.3	13.7	0.2	1.1	-4.5	-3.6
Cc1c(NC(=O)COc2ccc3ccc(=O)oc3c2)c(=O)n(-c2ccccc2)n1C	0.7	-2.0	3.0	-17.9	-13.6	0.4	17.7	6.8	-13.1
CSc1ccccc1NC(=O)CN(Cc1ccc(Cl)cc1)S(C)(=O)=O	6.0	-8.0	-10.6	-14.6	19.7	1.9	0.8	-16.6	-4.6
COc1ccc(N2CCN(C(C)=C3C(=O)c4ccccc4C3=O)CC2)cc1	-1.2	-8.8	-7.7	-9.9	-3.1	-0.5	-1.5	9.7	0.6
O=C(COc1cc2oc(=O)c3c(c2cc1Cl)CCC3)NCCCN1CCOCC1	0.4	-13.9	3.9	-14.5	-5.8	1.1	-14.7	1.4	12.5
Cc1ccc(N)cc1-n1c(C)ccc1C	0.9	-5.2	3.4	-9.5	8.5	0.3	4.5	-1.1	13.0
CC1CCCCN1CCn1c(=S)[nH]c2cc3c(cc2c1=O)OCO3 (stereo not drawn)	1.1	2.7	-9.7	-14.7	-10.9	0.2	-12.1	12.9	-6.7
COc1cc(NS(=O)(=O)c2ccc3c(c2)NC(=O)CO3)cc(OC)c1	1.9	-1.0	-5.8	-6.1	-4.9	1.1	-3.7	1.6	2.0
COc1ccc(-c2cnc3c(NC=O)cc(-c4ccc(F)cc4)cn23)cc1OC	-1.4	-1.4	·	·	-11.0	-0.4	8.4	9.4	-18.4
Cc1c(C(=O)Nc2ccc(OC(F)(F)F)cc2)sc2nc3n(c(=O)c12)CCC3	12.1	0.9	-15.5	9.1	14.6	6.8	11.6	-1.2	20.8
CSc1ccccc1NC(=O)c1cc(C2CC2)on1	0.7	-5.5	-3.8	-17.0	-9.2	0.1	-9.8	1.9	-22.7
CN(C)c1ccc(C(=O)Nc2ccc(O)c3c(=O)cc(-c4ccccc4Cl)oc23)cc1	6.5	-5.9	-11.4	-27.7	1.5	1.0	-13.2	-3.9	-4.2
COc1ccc(S(=O)(=O)Nc2ccccc2C(=O)OC2CCCN(C)C2)cc1OC (stereo not drawn)	0.5	-6.8	-8.7	-11.7	-4.4	0.2	-7.5	4.6	3.0
COc1cc(/C=N/NC(=O)CSc2ccccn2)ccc1O	0.7	-1.9	-4.2	-1.8	0.4	0.5	-3.8	-1.4	-7.7
Cn1nc(C(=O)Nc2nnc(C3CC3)s2)c2ccccc2c1=O	0.1	-3.5	-4.1	0.7	-5.6	0.3	-11.8	2.1	2.0
CC(C)CCNC(=O)Nc1ccc2c(c1)N(C)C(=O)CS2	4.9	0.0	-8.0	-2.4	32.9*	1.4	21.1	-11.0	-8.2
Cc1nc(NCCc2ccc(O)cc2)c2nnn(Cc3ccccc3)c2n1	4.2	0.2	-2.6	-9.0	-11.3	1.5	8.3	6.8	2.4
O=C(Nc1nnc([C@@H]2O[C@H](CO)[C@@H](O)[C@H]2O)s1)Nc1ccccc1C(F)(F)F	0.1	-0.8	·	·	-20.1	0.5	-13.2	12.8	-2.7
CN(C(=O)c1cccc(NC(=O)Cc2ccc(NC(=O)C3CCN(C(=O)C4CCC4)CC3)cc2)c1)C1CCCC1	-1.4	-5.1	·	·	11.5	0.5	-7.0	-6.9	16.2

(continued)
SMILES	M4 ag	CHRM1 agonist	OXTR potentiator	CHO parental Ca	CHRM1 antagonist	CHO-K1 Ca ag	CHO-K1 Ca antag	CHRM1 PAM	M4 antag
CCN(c1ccccc1)S(=O)(=O)c1ccc(F)cc1	-1.7	-8.8	-5.6	-10.2	11.9	0.5	-14.9	-2.8	1.5
O=C(Nc1cc([N+](=O)[O-])ccc1Cl)C1CC1	1.2	-4.0	-5.8	-8.5	-6.7	0.3	-11.4	9.4	-2.0
CC(NCC1(N2CCOCC2)CCCCC1)C(=O)Nc1ccc(Cl)cc1Cl (stereo not drawn)	0.3	-3.1	1.1	-6.3	-3.2	-0.5	-8.7	3.5	-10.2
COc1ccc2[nH]c(=O)cc(C(=O)O)c2c1	0.6	1.0	-12.3	-13.3	-10.4	0.2	-10.3	11.6	-6.4
CC(=O)Nc1ccc(C(=O)N2CCCC(c3cc(C(=O)Nc4ccccc4Cl)no3)C2)cc1 (stereo not drawn)	15.0	7.3	·	·	-17.6	5.8	-7.3	5.8	-7.3
Cc1ccc(NC(=O)CN(C)C(=O)c2ccccn2)cc1	0.5	0.9	·	·	-3.3	1.1	0.9	9.9	-1.3
CC(C)c1ccc(C2/C(=C(/O)c3ccc(F)cc3)C(=O)C(=O)N2CCCN2CCOCC2)cc1 (stereo not drawn)	1.5	1.8	-9.2	-13.1	-24.2	-0.2	1.2	16.2	7.7
O=C(Cc1ccccc1)NNS(=O)(=O)c1ccccc1[N+](=O)[O-]	0.4	-1.4	4.7	4.0	-17.0	-0.1	-15.3	15.5	-9.0
C=CCN1c2ccccc2[C@]23C[C@@H](C(=O)OC)N(C(=O)C4CCC4)C2=NC(C(=O)OC)=C(C(=O)OC)[C@H]13	0.0	-8.9	-3.2	-35.2	23.4	-0.7	7.5	-12.7	2.4
Cc1ccc(S(=O)(=O)N(C)CC(=O)N2CCOCC2)cc1	2.0	-3.4	-3.8	2.8	-6.3	0.0	-5.7	4.0	-3.7
COc1ccc(NC(=S)N(CCCN2CCN(C)CC2)Cc2cccs2)cc1	0.9	-8.3	-6.6	-16.3	-0.5	0.4	-5.7	-2.5	14.4
CCCN(CCC)C(=O)Cn1c(=O)n(CCC(=O)NCCc2ccccc2)c(=O)c2ccccc21	1.2	-1.2	-8.6	-19.2	13.0	0.3	15.0	-2.8	-0.1
CCOc1ccccc1C1CC(=O)Nc2cc(OC)c(OC)c(OC)c21 (stereo not drawn)	0.8	0.5	-9.8	-1.0	-39.9	0.1	-5.6	8.8	-4.1
N#C/C(=C\c1ccc(Cl)cc1)C(=O)NC1CC1	0.5	-1.7	-9.9	-2.4	-2.5	1.1	-7.9	2.5	-3.4
N#Cc1c(NC(=O)/C=C/C(=O)O)sc2c1CCN(Cc1ccccc1)C2	2.0	-9.8	-14.2	0.1	-13.2	0.1	-3.6	3.9	-9.2
COc1ccc(F)cc1-c1cc(C(=O)NCc2cccc(Cl)c2)[nH]n1	2.5	-7.6	·	·	0.5	1.3	-18.4	-1.8	-6.9
CCC(=O)Nc1c(-c2ccc(C)cc2)c(=O)c2ccccc2n1C	-0.1	-2.9	·	·	-5.7	1.0	-0.9	9.1	-1.6
Cc1cccc2c(=O)n3c(nc12)CCCCC3	-0.8	-7.1	-14.0	-9.1	-14.1	0.3	-4.0	3.0	-17.1
O=C(NCc1ccco1)C(=O)NCC1OCCN1S(=O)(=O)c1ccccc1 (stereo not drawn)	0.1	-5.7	0.6	-5.4	-12.6	0.3	0.5	13.0	-10.4
C=CCn1c(SCC(=O)N2CCc3ccccc3C2)nc2sc(C)c(C)c2c1=O	3.7	-8.3	-6.4	-31.4	12.5	2.3	-6.0	-7.2	2.9
CSc1nnc2ccc(-c3ccc(C)cc3)nn12	2.9	-5.3	-5.8	-11.6	-9.8	-1.6	-3.7	16.1	-3.3
COc1cc(CCCN2C(=O)C(=O)NC[C@@H]2c2ccccc2)cc(OC)c1OC	0.8	-5.0	-3.3	-15.7	14.2	0.1	2.0	-5.9	0.0
COc1ccccc1NC(=O)COC(=O)Cn1cnc2c1c(=O)n(C)c(=O)n2C	0.4	-0.2	-7.6	-0.4	5.4	0.4	4.2	-0.8	12.6
O=C(COC(=O)c1ccc(Br)cc1)NCc1ccccc1	0.7	-4.8	-4.3	-5.5	-11.0	2.3	-8.1	11.2	0.8
CC(=O)c1sc(-c2ccccc2Cl)nc1C	1.4	4.5	-2.2	-15.7	-8.0	0.8	-16.3	9.6	-7.1

Continued:
SMILES	M4 ag	CHRM1 agonist	OXTR potentiator	CHO parental Ca	CHRM1 antagonist	CHO-K1 Ca ag	CHO-K1 Ca antag	CHRM1 PAM	M4 antag
CCCc1cc2c(cc1N(C)S(=O)(=O)c1ccccc1)OCO2	-2.7	-6.0	·	·	6.9	-0.6	-14.2	-5.9	5.2
CCOc1ccccc1Nc1nnc(C)c(=O)[nH]1	1.8	2.0	-18.9	-0.8	-10.9	0.7	8.6	14.8	-7.2
CC1CC(C)CN(S(=O)(=O)c2ccc3c(c2)oc(=O)n3CC(=O)NCc2cccnc2)C1 (stereo not drawn)	0.0	-8.7	-1.3	-14.6	-3.1	-0.1	2.8	-1.1	-1.8
COc1ccc(C(CC(=O)N2CCCC2)C(C)C)cc1 (stereo not drawn)	-0.7	-3.0	-15.2	-11.4	-0.7	-0.6	-5.2	8.9	-23.2
COc1ccc(NC(=O)/C(C#N)=C\c2cc(OC)c(OCc3ccc(C(=O)O)cc3)cc2Br)cc1	0.3	-3.8	-7.6	-1.5	18.8	-0.6	24.8*	-5.4	4.2
C=CCC1C=C(Cc2ccccc2)CC(CC=C)N1 (stereo not drawn)	0.7	-6.2	-9.0	-9.3	20.5	0.5	-8.3	-7.3	0.6
CCOC(=O)C1CCN(C(=O)Cn2cc(C(=O)c3ccco3)c3ccccc32)CC1	1.0	-4.0	-0.5	-12.1	-5.5	0.7	-14.4	-2.5	7.4
Oc1ccc2ccccc2c1/C=C/c1ccc2c(Br)cc(Br)c(O)c2n1	1.4	11.8	·	·	-17.4	0.5	8.6	11.8	-3.1
CCC1CCc2sc(C(=O)N3CCCN(C)CC3)cc2C1 (stereo not drawn)	0.9	-4.9	1.2	-16.9	-2.3	1.2	-2.9	2.7	3.2
